Source: PubChem (National Center for Advancing Translational Sciences (NCATS))
S3 lipid droplet – qHTS Assay for Lipid Storage Modulators in Drosophila S3 Cells; Drosophila S3 cells, BODIPY lipid droplet fluorescence, 18-24 h; cells fed with added oleic acid; Potency in µM for hits, for the others lipid storage change, negative = inhibition, % at the top dose, mostly 46.1 µM; 320,000 compounds, 0.64% hits; active means well fitted inhibition curve with a large enough effect in the signal ratio, with a control signal flat, not every such curve was filed as active; inconclusive means small, poorly fitted or top-dose-only effect, or effect the other way, or a change in a side signal; the % refers to the signal ratio
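Drosophila S3 cells got compounds at several concentrations plus oleic acid (400 uM solution). Laser-scanning cytometry with 488 nm excitation read lipid droplets at 500-530 nm and cells at 575-640 nm. Percent activity was relative to 20 uM Triacsin C.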
S3 lipid droplet cell count max – recorded beside S3 lipid droplet, whose call it bears; cell number change, %; measured here: cell count max response;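 cells counted by Cell Tracker Red CMTPX staining in the red channel; peak over a dose series mostly up to 46.1 µM; percent activity relative to internal control wells on each plate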
The depositor's hits bear a star; i = inactive; ? = inconclusive; / = no result given; [ ] = remark or other dose. On the % scale 0 is the no-effect control and ±100 the full control effect; potency means the concentration at half of the fitted maximal effect.

Molecule	S3 lipid droplet cell count max	S3 lipid droplet
CCCCOc1ccc(C(=O)N/C(=C/C=C/c2ccccc2)C(=O)NC)cc1	3	i
O=C(Nc1ccc(N2CCOCC2)c([N+](=O)[O-])c1)c1ccco1	/	?
CCCCCCn1c(SCC(=O)Nc2cc(C)on2)nc2ccccc2c1=O	-11	25%
CN(Cc1ccccc1Cl)C(=O)c1cnccc1C(F)(F)F	17	1%
COc1ccc(N2CCCn3c2nc2c3c(=O)n(Cc3ccccc3F)c(=O)n2C)cc1	/	?
Cc1cccc(NC(=O)COC(=O)Cc2c[nH]c3ccccc23)c1C	7	16%
O=c1c2c(-c3ccc([N+](=O)[O-])cc3)csc2nc2n1CCC2	-11	-3%
COC(=O)c1c(C)oc(C)c1S(=O)(=O)NC(C)(C)C	/	?
COc1ccc(CNC(=O)CN(C(=O)CCC(=O)Nc2ccccn2)c2cccc(C)c2C)cc1	/	?
Cc1ccc(N=Cc2ccc[nH]2)c(O)c1	/	?
OCCCc1ccc(O)c(O)c1	-8	0%
CCCCOc1ccccc1C(=O)NNC(=S)NC(=O)c1ccccc1[N+](=O)[O-]	4	-16%
COc1ccc(C)cc1S(=O)(=O)Nc1ccc(F)cc1	-7	6%
CCO[C@@H]1OC(C(=O)N2CCN(Cc3ccc4c(c3)OCO4)CC2)=C[C@H](c2coc3ccccc3c2=O)[C@H]1CCCO	/	?
CCCCOc1ccc(C(=O)NCC(=O)N2CCN(Cc3ccc4c(c3)OCO4)CC2)cc1	/	?
COc1ccc(CCNS(=O)(=O)c2ccc3c(c2)NC(=O)CS3)cc1OC	/	?
COc1cccc(CN2CCC(n3nccc3NC(=O)CCCc3ccccc3)CC2)c1O	/	?
CCC(=O)Nc1ccc(NC(=O)c2cc3ccccc3o2)c(OC)c1	-8	22%
COC(=O)CSc1nc(NCc2ccccc2)nc(N(C)C)n1	-3	0%
O=C(c1ccc([N+](=O)[O-])cc1)N1CCOC12CCN(c1ncc(C(F)(F)F)cc1Cl)CC2	/	?
COc1ccc(NS(=O)(=O)c2cccc(C(=O)NC3CCN(Cc4ccccc4)CC3)c2)cc1	/	?
O=C(NC1CCN(Cc2ccccc2)C1)c1cc(COc2ccc(F)cc2F)on1 (stereo not given)	-9	-1%
O=C(Nc1cc(Sc2nc3ccccc3s2)cc([N+](=O)[O-])c1)c1ccccc1F	1	14%
CC(C)C(c1nnnn1C1CCCCC1)N1CCc2ccccc2C1 (stereo not given)	-15	4%
O=C(O)CC(NC(=O)/C(=C/c1ccccc1)NC(=O)c1ccccc1)c1ccccc1 (stereo not given)	/	?

Full records, quoted from the list. Screens in order: S3 lipid droplet cell count max | S3 lipid droplet
Listed for Cc1ccc(N=Cc2ccc[nH]2)c(O)c1 : / | ?
Listed for COC(=O)CSc1nc(NCc2ccccc2)nc(N(C)C)n1 : -3 | 0%
Listed for CCC(=O)Nc1ccc(NC(=O)c2cc3ccccc3o2)c(OC)c1 : -8 | 22%
Listed for CCCCOc1ccccc1C(=O)NNC(=S)NC(=O)c1ccccc1[N+](=O)[O-] : 4 | -16%
Listed for O=C(O)CC(NC(=O)/C(=C/c1ccccc1)NC(=O)c1ccccc1)c1ccccc1 (stereo not given) : / | ?

(cont.)
Molecule	S3 lipid droplet cell count max	S3 lipid droplet
COc1ccc(S(=O)(=O)N2CCN(CC(=O)Nc3cc(C(F)(F)F)ccc3Cl)CC2)cc1	-1	-6%
N#C/C(=C(/O)c1cccs1)c1nc2ccccc2[nH]1	4	1%
Nc1cc(OC(=O)c2ccc(F)cc2)nn1S(=O)(=O)c1ccccc1	/	?
O=C(c1cc(S(=O)(=O)N2CCOCC2)ccc1F)N(Cc1nnc(-c2ccccc2Cl)o1)C1CC1	/	?
Cc1cccc(NC(=O)c2ccc(OCC(=O)NCc3ccccc3)cc2)c1C	-10	-9%
CC(=O)c1cc(-c2ccccc2)n(CC(=O)NC2CCCCC2)c1C	/	?
CSc1nc(SC)c2c3c(oc2n1)COC(C)(C)C3	-6	10%
Cc1ccc(/C=C/C(=O)NCCCN2CCN(CCCNC(=O)/C=C/c3ccc(C)o3)CC2)o1	4	3%
CN1CCN(C(=O)c2ccc3c(c2)N(Cc2ccc(F)cc2)C(=O)c2ccccc2S3=O)CC1 (stereo not given)	/	?
Cc1ccc([N+](=O)[O-])cc1S(=O)(=O)N1CCNCC1	/	?
O=C(O)C1CC=CCC1C(=O)Nc1ccc(F)c(F)c1 (stereo not given)	3	-19%
COc1ccc(NC(=O)Nc2sc(=S)n(C)c2C)cc1	-16	3%
CCOc1cc(N2CCOCC2)c(OCC)cc1NC(C)C(=O)N1CCN(CC)CC1 (stereo not given)	/	?
CCCOc1ccc(N2C(=O)CC(N(Cc3ccco3)C(C)=O)C2=O)cc1 (stereo not given)	/	?
O=C(NC1(C(F)(F)F)C(=O)Nc2c1c(=O)[nH]c(=O)n2Cc1ccccc1)c1ccc(Cl)cc1 (stereo not given)	4	i
Cc1cnc(NC(=O)COc2ccccc2Cl)s1	20	1%
CCCn1nnc(NC(=O)/C=C/c2ccc(C(C)C)cc2)n1	0	4%
Cc1ccc(-n2c(C)cc3c2CCCC3=O)cc1	/	?
CCCNC(=O)C12CCC(C)(c3nc4cc(C)c(C)cc4nc31)C2(C)C (stereo not given)	/	?
O=C(c1ccccc1)N1CCCCC(Cl)C1=O (stereo not given)	/	?
COc1ccc(NS(=O)(=O)c2ccc3oc(=S)[nH]c3c2)cc1	6	-21%
Cc1cc(C(F)(F)F)nc(SCc2ccc(C(=O)O)o2)n1	/	?
CC(C)Cc1nnc(NC(=O)CCC(=O)N2CCOCC2)s1	/	?
CCOc1cc(CN2CCN(CCOCCO)CC2)ccc1OC	/	?
Cc1ccc2c(c1)N(CC(=O)OCC(=O)NCc1ccccc1)C(=O)CO2	/	?
Cc1cc(NCc2ccc3c(c2)OCO3)n2nc(C)nc2n1	1	7%
CC(C)NC(=O)Cn1c(SCC(=O)N2CCc3ccccc3C2)nc2ccccc21	/	?
COc1ccc(-c2nc(-c3cccs3)c(-c3cccs3)[nH]2)cc1O	-2	i
CC(C)OP(=O)(Nc1cccc2ccccc12)OC(C)C	-13	1%
CCN(CC)CCCOC(=O)C(c1ccccc1)c1ccccc1	/	?
CCN(CC)S(=O)(=O)c1ccc(NC2c3ccccc3C(=O)N2Cc2ccco2)cc1 (stereo not given)	/	14%[9.22 µM]
COc1ccc(CCNC(=S)N2CCC(Cc3ccccc3)CC2)cc1OC	-3	0%[9.22 µM]
COc1ccc(NC(=S)NCc2ccc(Cl)cc2)c(OC)c1	/	?
Cc1ccc(C(=O)NC(=S)N(C)C2CCCCC2)cc1	-12	-5%
CCS(=O)(=O)c1ccc2oc(SCC(=O)Nc3ccc(OC)cc3)nc2c1	8	11%
CC1CCN(CC(=O)Nc2cccc(C(=O)Nc3cccc(C(F)(F)F)c3)c2)CC1	/	?
COc1cc(/C=C/c2cc(C(=O)O)c3ccccc3n2)ccc1OC(F)F	/	?
c1c2c(cc3sc(N4CCOCC4)nc13)OCO2	-16	i
COc1ccc(C(=O)COC(=O)CCNS(=O)(=O)c2ccccc2)cc1Br	/	?
COc1c(C(=O)Nc2nnc(C3CC3)s2)csc1Cl	/	?
CC(=O)Nc1ccc(NC(=O)C(C)OC(=O)CCC2CCCCC2)cc1 (stereo not given)	8	8%
CCN(CC)C(=O)c1ccccc1NC(=O)CN1C(=O)c2ccccc2S1(=O)=O	-14	-11%
COC(=O)c1cccc(-n2nnnc2SCC(=O)Nc2nc3c(s2)CCCC3)c1	/	?
CC[C@H](C)[C@@H](NC(=O)O[C@@H]1C(=O)c2cc(Br)ccc2O[C@H]1c1ccc2c(c1)OCO2)C(=O)OC	-1	1%
COc1ccc(NC(=O)COc2ccc(CNCCCN3CCOCC3)cc2OC)cc1	/	?
Cc1ccc(OCC(=O)Nc2ccccc2C(=O)N2CCCCC2)cc1	24	i
O=C(CN1CCN(c2ccc(C(F)(F)F)cn2)CC1)NCc1ccc2c(c1)OCO2	-8	5%
CSCCC(NC(=O)c1ccco1)C(=O)NCC(C)(C)N1CCOCC1 (stereo not given)	/	?
CC(C)c1ccc(NC(=O)C2CCN(S(=O)(=O)c3ccc4c(c3)C(C)(C)C(=O)N4C)CC2)cc1	-4	i
Cn1c(NCc2ccco2)nc2ccccc21	3	-23%

Other results follow:
Molecule	S3 lipid droplet cell count max	S3 lipid droplet
CCC1CCCCN1CCCNC(=O)Cn1cc2c(n1)-c1c(oc(C(=O)N3CCCC3)c1C)CC2 (stereo not given)	/	?
O=C(Nc1nc(N2C(=O)c3ccccc3C2=O)n(-c2ccccc2)n1)c1ccc(F)cc1	/	?
COc1cc(NC(=O)c2ccc(CNc3c(N4CCCC4)c(=O)c3=O)cc2)cc(OC)c1OC	/	?
CC(C)C[C@@]12C(=O)N(c3ccc(Br)cc3)C(=O)N1[C@H](c1ccc(Br)cc1)[C@@H]1C(=O)N(C(C)(C)C)C(=O)[C@@H]12	/	?
CC(=O)N1CCC(N(C(=O)Nc2ccc(F)cc2)C2CCCC2)CC1	/	?
Cc1ccc(C)c(C(=O)COc2ccccc2[N+](=O)[O-])c1	-1	4%
COc1ccc(C(CNC(=O)Cn2c(=O)oc3ccccc32)N(C)C)cc1 (stereo not given)	28	i
O=C(N1CCCCC1)N1CCN(C(=O)N2CCCCC2)CC1	13	-5%
COc1ccc(-c2cc(-c3nnc(COC(=O)c4ccncc4)o3)c3ccccc3n2)cc1OC	/	?
Cc1ccc2c(c1)-c1c(cnn1CC(=O)O)CO2	1	-2%
CCn1cc(C(=O)O)c(=O)c2cc(F)c(N3CCN(C(=S)NC(=O)c4ccccc4)CC3)cc21	8	-7%
O=C(NC1CCNCC1)C1CC1	11	i
OCCSc1nc(-c2cccnc2)nc2ccccc12	-12	27%
Cc1ccc(S(=O)(=O)NNC2=NCCCCC2)cc1	/	?
Cc1ccccc1NC(=O)NCc1ccc2c(c1)OCO2	/	?
NC(=O)[C@@H]1CCCNc2c(I)cc([N+](=O)[O-])cc2C(=O)N[C@@H](CO)C(=O)NCC(=O)N1	-14	4%
O=C(COC(=O)/C=C/c1ccc(F)cc1)Nc1ccc(Cl)cn1	/	?
O=S(=O)(NCc1cn2ccsc2n1)c1ccc(Oc2ccccc2)cc1	12	-13%
Cc1c(C(=O)Nc2c(C)n(C)n(-c3ccccc3)c2=O)oc2ccccc12	/	?
C/[N+]([O-])=C\c1ccc([N+](=O)[O-])o1	/	?
Cc1cc(C)c2nc(NCCCNC(=S)NCCCN(C)C)c(C#N)cc2c1	-22	-1%
O=C1CC(C(=O)Nc2ccccc2)N=C(N2CCOCC2)N1 (stereo not given)	/	?
Cc1ccc2c(c1)c1c(n2CC(O)CN2C(=O)CNC2=O)C(=O)CCC1 (stereo not given)	/	?
CN1CCN(c2ccccc2NC(=O)c2ccc(-c3ccccc3[N+](=O)[O-])o2)CC1	-10*	6.5µM*
Cc1ccc(SCC(=O)Nc2ccc(S(N)(=O)=O)cc2)cc1	/	?

Rewritten with each value named: entries from further up
O=C1CC(C(=O)Nc2ccccc2)N=C(N2CCOCC2)N1 (stereo not given)
  S3 lipid droplet cell count max: /	S3 lipid droplet: ?
Cc1ccc2c(c1)c1c(n2CC(O)CN2C(=O)CNC2=O)C(=O)CCC1 (stereo not given)
  S3 lipid droplet cell count max: /	S3 lipid droplet: ?

Next section.
Molecule	S3 lipid droplet cell count max	S3 lipid droplet
CCc1ccc(OC(C)C(=O)Nc2ccc(S(=O)(=O)Nc3nccs3)cc2)cc1 (stereo not given)	/	?
O=C(O)[C@@H](O)c1ccccc1	-17	-1%
COc1ccc(NC(=O)CN2CCN(CC#N)CC2)cc1	/	?
CN(CC(=O)NC(=O)NCc1ccccc1)Cc1cccc(Cl)c1Cl	/	?
COc1ccc(CNC(=O)c2ccc(CS(=O)(=O)c3ccccc3C)o2)cc1	/	?
CCOCCCNC(=O)c1c[nH]c2cc(C)ccc2c1=O	-11	43%
COc1cccc(NC(=O)COC(=O)c2ccccc2C(=O)N2CCN(c3ccccc3)CC2)c1	/	i
COc1ccc(-c2ccc(C(c3c(C)[nH][nH]c3=O)c3c(C)[nH][nH]c3=O)o2)c([N+](=O)[O-])c1	/	?
CC1CCN(C(=O)c2[nH]cnc2C(=O)N2CCN(C(=O)OC(C)(C)C)CC2)CC1	/	?
Cc1sc(N)nc1-c1cccs1	2	1%
N#Cc1cc2c(nc1SCC(=O)O)CCCCC2	-2	5%
COc1ccc(-n2ncc3c(NCCCN4CCOCC4)ncnc32)cc1	9	-11%
CC(C)OCCCNC(=O)c1cc2c(s1)CS(=O)(=O)C2	/	?
Cc1ccc(C)n1N1C(=O)/C(=C\c2ccc(Cl)cc2)SC1=S	/	?
CCc1sc(N2C(=O)C3C4CCC(C4=C(C)C)C3C2=O)nc1-c1ccccc1 (stereo not given)	/	?

These rows are one share of the data; rates above refer to the full screens.
